SKN-1 inh – blocks SKN-1 activity in C. elegans. inhibition, % at 21.8 µM. AID 624304. C. elegans VP596 Pgst-4::GFP/RFP ratio, acrylamide-induced, 24 h. 360,000 tested, 0.49% active;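 active = interference check ratio from 0.5 to 1.5 plus GFP to RFP signal ratio inhibition reaching or exceeding a fixed threshold, cut at about 30% in these data, passing the limit was not always enough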; also: some compounds called inactive have numbers as strong as hits
Rpn11 block – inhibitors of human proteasome Rpn11. O00487. human 26S proteasome, Ub4-pepOG fluorescence polarization; 20S core pre-blocked with epoxomicin. calls only at 20 µM. 360,000 tested, 0.59% active;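 active = inhibition at 20 µM, scaled to each plate's controls, above about 33%, limit read from the data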
Target sequence (O00487 whole entry, looked up): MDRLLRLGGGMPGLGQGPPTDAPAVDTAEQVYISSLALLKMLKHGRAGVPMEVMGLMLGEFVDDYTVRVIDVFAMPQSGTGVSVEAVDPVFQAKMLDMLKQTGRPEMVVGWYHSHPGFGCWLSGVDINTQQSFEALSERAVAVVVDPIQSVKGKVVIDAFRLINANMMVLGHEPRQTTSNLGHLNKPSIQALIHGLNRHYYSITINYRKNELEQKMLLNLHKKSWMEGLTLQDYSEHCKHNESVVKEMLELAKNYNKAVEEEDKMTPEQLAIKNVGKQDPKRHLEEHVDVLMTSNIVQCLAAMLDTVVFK
LMPTP inh – blocks human LMPTP phosphatase | recombinant LMPTP-A, OMFP fluorogenic substrate, fluorescence intensity | 360,000 tested, 0.22% active | inhibition, % at 20 µM | P24666 | AID 651560;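 active = compounds that cut the enzyme signal by at least half of the control window in the single-dose screen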;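 also: plate controls were DMSO wells with enzyme plus substrate for no effect and substrate without enzyme for full effect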
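test system = LMPTP-A | amount = 0.625 nM LMPTP-A final | reagent = fluorogenic phosphatase substrate OMFP at 400 µM final | incubation = 50 min at room temperature | benchmarks = no-enzyme low control, uninhibited high control | medium = Bis-Tris pH 6.0, DTT, detergent | signal = fluorescence intensity of OMFP turnover product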
SUMO1 PPI mod – alters human SUMO1 binding to SIM partners; SUMO1 binding to a labelled peptide, TR-FRET, 1 h; 360,000 tested, 0.33% active; inhibition, % at 20 µM; in the data active = inhibition above about 37%
NadD inh – NadD (S. aureus) enzyme inhibition | purified NadD enzyme, colorimetric absorbance read-out | inhibition, % at 20 µM | 360,000 tested, 0.78% active | AID 602399; in the data active = inhibition above about 26%; also: some compounds past the cut are filed as inactive
MT1-MMP act inh – MT1-MMP (human) activation inhibition; P50281; GFP/RFP ratio change, % at 20 µM; 360,000 tested, 0.061% active; AID 651647; HT1080 RFP-PRO-GFP cells, GFP/RFP ratio fluorescence, overnight; percent of plate control window, DMSO zero;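 active = GFP/RFP ratio change of at least 30% with cell ATP level not reduced by more than half and red fluorescence within 50% of control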; also: strong numbers were not always called active
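Assay system – RFP-PRO-GFP reporter HT1080 cells · Compound dosing – single dose of 20 µM compound, 1% DMSO final · Incubation – overnight compound exposure at 37 °C · Measure – GFP/RFP fluorescence ratio · Benchmarks – DMSO wells and RFP-L50D-GFP cells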
STEP block – blocks human striatal-enriched tyrosine phosphatase. P54829. recombinant STEP, OMFP fluorogenic substrate, fluorescence. inhibition, % at 20 µM. 360,000 tested, 0.25% active. AID 588621;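 active = inhibition at 20 µM, scaled per plate between control wells, above about 37%, limit read from the data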;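 also: 0% = DMSO with enzyme and substrate and 100% = substrate only without enzyme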
Target sequence (P54829 whole entry, looked up): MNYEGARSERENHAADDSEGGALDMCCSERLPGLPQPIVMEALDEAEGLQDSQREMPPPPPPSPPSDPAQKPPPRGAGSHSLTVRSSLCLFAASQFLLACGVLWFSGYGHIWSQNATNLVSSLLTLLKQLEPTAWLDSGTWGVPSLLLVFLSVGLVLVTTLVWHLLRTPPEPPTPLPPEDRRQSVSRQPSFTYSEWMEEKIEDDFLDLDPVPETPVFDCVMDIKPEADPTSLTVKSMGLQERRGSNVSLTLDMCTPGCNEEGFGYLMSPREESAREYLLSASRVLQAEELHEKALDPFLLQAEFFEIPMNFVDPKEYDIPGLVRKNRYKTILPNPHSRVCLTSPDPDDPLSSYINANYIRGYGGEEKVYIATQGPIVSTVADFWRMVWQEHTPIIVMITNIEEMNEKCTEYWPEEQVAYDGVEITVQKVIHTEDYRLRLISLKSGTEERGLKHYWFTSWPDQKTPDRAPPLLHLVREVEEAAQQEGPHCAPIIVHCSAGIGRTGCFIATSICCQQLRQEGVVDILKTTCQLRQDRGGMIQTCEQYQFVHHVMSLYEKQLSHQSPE
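System: STEP phosphatase, cell-free reaction; Buffer or medium: Bis-Tris pH 6.0 buffer with DTT, detergent; Incubation: 20 min at room temperature, dark; Measured by: fluorescence, 480/540 nm.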
DNMT1 block – inhibitors of human DNMT1. P26358. DNMT1 molecular beacon, Hinp1I cleavage, fluorescence. inhibition (reported as % activation of signal), % at 10 µM. 360,000 tested, 0.83% active. AID 588458; in the data active = inhibition above about 50%
Scp1 inh – Scp-1 (human) phosphatase inhibition; Recombinant Scp1, phosphopeptide, malachite green phosphate absorbance; inhibition, % at 20 µM; 340,000 tested, 0.88% active; AID 493091;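 active = inhibition above about 50% at 20 µM, limit read from the data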;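 also: plate controls were DMSO wells with enzyme for no effect and wells lacking enzyme for full effect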
Target sequence (Q9GZU7 76-261 limits assumed): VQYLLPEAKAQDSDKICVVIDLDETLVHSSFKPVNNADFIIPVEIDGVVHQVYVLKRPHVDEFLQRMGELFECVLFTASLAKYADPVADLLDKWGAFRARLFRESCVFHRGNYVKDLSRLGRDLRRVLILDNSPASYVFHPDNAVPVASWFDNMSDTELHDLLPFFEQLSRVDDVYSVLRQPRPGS
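Test system: SCP-1 phosphatase catalytic domain, residues 76-261 | Compound dosing: One concentration, 20 µM, with 1.0% DMSO | Schedule: 45 min room-temperature reaction, 5 min colour, 30 min stabiliser | Detection: Absorbance at 630 nm | Read-out basis: % inhibition of SCP-1 phosphate liberation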
NRP1-CendR mod – NRP-1/CendR interaction modulation; O14786; FAM-RPARPAR peptide binding to NRP-1, fluorescence polarization; inhibition, % at 25 µM; 360,000 tested, 0.85% active; AID 602438;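 active = inhibition or corrected inhibition above about 18%, plus a signal ratio from 0.5 to 1.5, limit read from the data, passing the limit was not always enough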; also: strong numbers were not always called active
Numbers without * were called inactive; i = inactive; x = not tested or not shown.

no. | Compound | SKN-1 inh | Rpn11 block | LMPTP inh | SUMO1 PPI mod | NadD inh | MT1-MMP act inh | STEP block | DNMT1 block | Scp1 inh | NRP1-CendR mod
1 | N#Cc1ccccc1OCC(=O)OCCCOC(=O)COc1ccccc1C#N | -6 | i | 1.3 | 7 | -4 | -1 | 0 | 1 | 96* | 6
2 | Cc1ccc(NC(=O)Cn2ncn3c(cc4ccccc43)c2=O)c(C)c1 | 16 | i | -0.9 | -7 | 7 | 1 | 0 | -14 | -5 | -14
3 | Cc1cc(C[n+]2ncsc2N)c2ncccc2c1 | -1 | i | 0.4 | 6 | -2 | -5 | -2 | 3 | -14 | -14
4 | CN(c1ccc(C(=O)N2CCN(Cc3ccccc3)CC2)cc1)S(=O)(=O)c1ccc(Cl)cc1 | -18 | i | 0.6 | 0 | -6 | 8 | 1 | -1 | -2 | 12
5 | COc1ccc(OC)c(Nc2nc(N)c([N+](=O)[O-])c(NC3CCCCC3)n2)c1 | 8 | i | 0.3 | 0 | -3 | 1 | 0 | 5 | 2 | 10
6 | COc1cc(C2C3=C(CCCC3=O)Nc3[nH]n(-c4ccccc4)c(=O)c32)cc(OC)c1OC (stereo not given) | 5 | i | -0.4 | -5 | -23 | 2 | -1 | 26 | 9 | -4
7 | CCNC(=O)N(C)C[C@H]1N[C@@](C)(C(=O)OC)[C@H]2C(=O)N(Cc3ccccc3)C(=O)[C@@H]12 | 18 | i | -0.6 | 1 | -1 | 3 | -2 | 8 | -11 | 0
8 | Cc1cccc(C)c1Cn1c(C)c(C(=O)NCc2cccc(Cl)c2)sc1=O | -15 | i | 2.2 | -6 | -6 | 6 | -1 | -4 | x | -6
9 | CCCS(=O)(=O)NC(=O)C1(C)CCN(C(=O)COCc2ccccc2)C1 (stereo not given) | -2 | i | -1.1 | 2 | -3 | -1 | -1 | 0 | x | -6
10 | CCNc1ccc(C(=O)OCC)cc1NC(=O)c1cccc(S(=O)(=O)N(C)c2ccccc2)c1 | -11 | i | 2.0 | 3 | -2 | 1 | 2 | -8 | -5 | -10
11 | C[C@H](CO)N1C[C@H](C)[C@@H](CN(C)C(=O)Oc2ccccc2)OCc2cn(nn2)CCCC1=O | -2 | i | -0.2 | -6 | 2 | 4 | -1 | -1 | x | -5
12 | COc1cc(-c2nnc(NC(=O)c3ccco3)o2)cc(OC)c1OC | -3 | i | -1.3 | 4 | -3 | 15 | 1 | 3 | 1 | 7
13 | Cc1ccc(S(=O)(=O)Nc2ccc(C(=O)OCC(=O)N(CCC#N)c3ccccc3)cc2)cc1C | 0 | i | 1.5 | 0 | -2 | -4 | -5 | -5 | -12 | 1
14 | O=c1c2oc3ccccc3c2ncn1Cc1ccccc1Cl | -3 | i | 0.3 | 2 | 5 | 4 | -1 | -4 | -12 | 3
15 | Cc1ccc2[nH]c3c(c2c1)SC(C)(C)CC3=O | 16 | i | 2.3 | -5 | -6 | -5 | 0 | -2 | -11 | 3
16 | CCCCCCCCN1C(=O)[C@H](CC(=O)NCCCOC)C[C@@]2(C(=O)OCC)CCCC=C12 | 10 | x | -0.5 | 7 | -4 | 9 | x | x | x | 8
17 | Cc1nnc2n1N=CC=C(C(C)(C)C)S2 | 4 | i | -1.3 | -2 | 0 | 3 | -2 | 2 | -18 | 3
18 | CCCCC(=O)NCCc1cc2ccc(OC)cc2[nH]c1=O | 8 | i | -0.4 | 10 | 1 | -1 | -2 | 1 | -7 | -4
19 | Cc1cccc(NC(=O)NCCN2CCN(c3ccccc3)CC2)c1C | -10 | i | -0.7 | 3 | -1 | 5 | 0 | 0 | -4 | 4
20 | COc1cc(N2C(=O)c3ccccc3C2=O)c(Cl)cc1C(=O)OCC(=O)NCc1ccco1 | 2 | i | 1.5 | -3 | 1 | 1 | -1 | -1 | -5 | 5
21 | CCOc1ccc(NC(=O)C2CCN(S(=O)(=O)CC)CC2)cc1 | 3 | i | 0.4 | -2 | -6 | -1 | 0 | 60* | -4 | -5
22 | COc1ccc(C(C(=O)NC(C)(C)C)N(C(=O)Cn2nnc3ccccc32)c2ccc(C(C)=O)cc2)cc1O (stereo not given) | -2 | i | -0.3 | -4 | 0 | 2 | -9 | -2 | -2 | 6
23 | CC(C)c1ccc(C(=O)N2CCCC(c3cc(C(=O)NCc4ccccc4)no3)C2)cc1 (stereo not given) | 10 | i | 1.3 | 3 | 2 | -4 | 2 | -3 | x | -10
24 | COc1ccc(NC(=O)CN2CCc3ccccc3C2)c(OC)c1 | 13 | i | 1.9 | 7 | 7 | 4 | 2 | 1 | -5 | -2
25 | O=C(NNC(=O)c1cccc(S(=O)(=O)Nc2ccccc2F)c1)c1ccncc1 | 1 | i | -0.3 | -2 | 4 | -5 | -1 | 2 | x | -12
26 | Cc1c(C(=O)Nc2ccccc2C(=O)N2CCCC2)cccc1[N+](=O)[O-] | 0 | i | -0.3 | 4 | 0 | x | -1 | 3 | 1 | 3
27 | Cc1ccccc1-c1nnn(CC(=O)N2CCN(S(=O)(=O)c3ccc(Cl)cc3)CC2)n1 | 7 | i | -1.3 | 0 | -9 | -1 | 5 | -4 | -13 | 14
28 | CCC(=O)Nc1ccc(Cl)c(NC(=O)c2ccccc2OC)c1 | 5 | i | -1.1 | 2 | 1 | -3 | 2 | 1 | -6 | 7
29 | COCCNCCCCSc1ccc(Cl)cc1 | 11 | i | -2.3 | -2 | -4 | 0 | -1 | 75* | 1 | -6
30 | Cc1ccc(CC(=O)NCCN2CCOCC2)cc1 | 5 | i | -2.7 | -1 | -3 | -2 | -1 | 5 | 8 | -3
31 | O=C(c1sc2ccccc2c1Cl)N1CCN(c2ncccn2)CC1 | 15 | i | 0.1 | 1 | -3 | 1 | 5 | 0 | 3 | 0
32 | Cc1cc(C)c2c(n1)nn1c(NCCOCCO)cc(C)nc21 | -1 | i | -0.5 | 1 | -2 | 10 | 2 | -1 | -1 | 20
33 | CCCNC(=O)c1ccccc1C(=O)NCCC | 29 | i | -1.8 | 2 | -3 | 16 | -3 | 1 | 8 | 2
34 | O=C(Nc1ccc2nsnc2c1)c1ccc2c(c1)OCO2 | 14 | i | 0.7 | -25 | -9 | -1 | -1 | -2 | -2 | -1
35 | CCc1ccc(NC(=O)C2CCCN(S(C)(=O)=O)C2)cc1 (stereo not given) | 12 | i | -0.3 | 1 | -3 | 1 | -3 | 0 | -1 | 9
36 | NC(=O)NC(=O)COC(=O)c1ccc2noc(-c3ccccc3)c2c1 | 5 | i | 1.1 | -21 | 5 | 2 | -2 | -8 | 23 | -4
37 | COCCOC(=O)c1[nH]c2c(c1C)C(=O)CC(c1cc(OC)c(OC)c(OC)c1)C2 (stereo not given) | 7 | i | -1.8 | -3 | -3 | 1 | 0 | -3 | -12 | -3
38 | CCn1c(=O)c(C(=O)NC(C)c2ccccc2)c(O)c2ccccc21 (stereo not given) | 0 | i | 2.1 | 1 | -1 | 8 | 1 | 1 | -4 | 9
39 | C[C@H](NC(=O)c1nc[nH]c1C(=O)N[C@@H](C)C(=O)OC(C)(C)C)C(=O)OC(C)(C)C | 12 | i | -0.7 | -1 | 7 | 5 | 2 | 3 | -5 | 12
40 | C[C@H]1CN([C@@H](C)CO)C(=O)CCCn2nncc2CO[C@H]1CN(C)S(=O)(=O)c1cccc(C#N)c1 | -4 | i | -2.6 | 7 | -3 | -1 | 0 | 1 | x | -6
41 | C[C@H](CO)N1C[C@H](C)[C@@H](CN(C)C(=O)NC2CCCCC2)Oc2ccc(NC(=O)Nc3ccc(C(F)(F)F)cc3)cc2C1=O | 11 | i | 1.8 | 2 | -9 | 20 | 3 | -14 | -7 | -3
42 | CC(NCc1ccc(N(C)C)cc1)C1CC2CCC1C2 (stereo not given) | 9 | i | -1.4 | -3 | -8 | 2 | -2 | 3 | -4 | -5
43 | CN(CC(=O)N1CCN(c2ccccn2)CC1)S(=O)(=O)c1ccc(Br)cc1 | 13 | i | -1.9 | -4 | 0 | 5 | 1 | 1 | -10 | 8
44 | O=C(c1cc(-c2ccncc2)nc2ccccc12)N1CCN(c2ncccn2)CC1 | 9 | i | -1.1 | -3 | 3 | 3 | 2 | 4 | 0 | 8
45 | COCCNC(=O)c1sc2ncn(CC(=O)Nc3ccc(C)c(Cl)c3)c(=O)c2c1C | -1 | i | 0.4 | 3 | 0 | 2 | -1 | 11 | 0 | -3

Complete entries, quoted from the list. Order of screens: SKN-1 inh	Rpn11 block	LMPTP inh	SUMO1 PPI mod	NadD inh	MT1-MMP act inh	STEP block	DNMT1 block	Scp1 inh	NRP1-CendR mod
O=C(Nc1ccc2nsnc2c1)c1ccc2c(c1)OCO2 in the list: 14	i	0.7	-25	-9	-1	-1	-2	-2	-1
C[C@H](NC(=O)c1nc[nH]c1C(=O)N[C@@H](C)C(=O)OC(C)(C)C)C(=O)OC(C)(C)C in the list: 12	i	-0.7	-1	7	5	2	3	-5	12
Cc1cc(C)c2c(n1)nn1c(NCCOCCO)cc(C)nc21 in the list: -1	i	-0.5	1	-2	10	2	-1	-1	20
CN(CC(=O)N1CCN(c2ccccn2)CC1)S(=O)(=O)c1ccc(Br)cc1 in the list: 13	i	-1.9	-4	0	5	1	1	-10	8
O=C(c1cc(-c2ccncc2)nc2ccccc12)N1CCN(c2ncccn2)CC1 in the list: 9	i	-1.1	-3	3	3	2	4	0	8

Further records follow:
no. | Compound | SKN-1 inh | Rpn11 block | LMPTP inh | SUMO1 PPI mod | NadD inh | MT1-MMP act inh | STEP block | DNMT1 block | Scp1 inh | NRP1-CendR mod
46 | Cc1ccc(S(=O)(=O)NC2CCCC2)cc1C | 8 | i | -0.2 | 3 | -1 | -1 | 4 | 0 | 0 | 0
47 | O=C(NCCCc1ccncc1)C1CCC(=O)N(CCc2cccc(F)c2)C1 (stereo not given) | 12 | i | -1.4 | 0 | 5 | 2 | 0 | -1 | -2 | 3
48 | CCN(CC)CCOC(=O)c1ccc(NC(=O)c2cn(-c3ccccc3)nc2-c2cccs2)cc1 | 10 | i | 0.4 | 1 | 5 | -9 | 2 | 13 | -3 | 7
49 | CC(C)(C)NC(=O)c1cc(-c2ccc3c(c2)OCO3)nc2ccccc12 | 8 | i | 3.2 | -6 | -3 | -2 | 2 | -1 | 0 | -26
50 | CCOc1ccccc1NC(=O)COn1nnc2ccccc21 | -25 | i | -1.4 | 2 | -7 | -2 | -3 | 1 | -15 | 10
51 | Cc1ccc(N2C(=O)N(CC(=O)NCc3ccccc3Cl)C(=O)C2C)cc1 (stereo not given) | 0 | i | 0.7 | 4 | -4 | -1 | -6 | 0 | 4 | 1
52 | Cc1ccccc1N1CCN(C(=S)c2ccccc2)CC1 | 2 | i | 0.3 | -8 | -2 | -5 | -3 | 6 | 39 | 5
53 | Clc1ccc(-n2cnc3c(Cl)ncnc32)cc1Cl | -21 | i | -3.3 | 1 | -5 | 0 | -1 | 10 | -10 | -6

Source: PubChem BioAssay

Rows are unselected. Share with any hit: about 3.9%.
